Screening results deposited in PubChem by National Center for Advancing Translational Sciences (NCATS).
KB-3-1 tox: KB-3-1 parental cell cytotoxicity. KB-3-1 viability, CellTiter-Glo ATP luminescence, 72 h. Potency, µM (titrated, usually from 46.1 µM), for the others: at the top dose activity change, negative = cytotoxic, most hits filed as cytotoxic. 400,000 tested, 1.4% active; note: potency is the fitted concentration of half-maximal effect; % is set by controls: 0 for no effect and ±100 for the full control effect; nearly all actives have a fitted effect of over 60% in size
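Screening of KB-3-1 cells (DMEM, 10% FBS, phenol-red free) ran from lowest to highest compound concentration; after 72 h at 37 °C viability was read luminescently and curves fitted.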
HEK293 tox: cytotoxicity counter-screen for GLP-1 receptor inverse agonists. HEK293 cAMP-luciferase reporter cells, luminescence, 24 h. Potency, µM (series often up to 38.3 µM), inactives show at the highest dose activity change, negative = inhibition, hits mostly inhibitors. 410,000 tested, 0.13% active;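 note: loss of luciferase light is scored as toxicity; potency is the fitted concentration of half-maximal effect; % is set by controls: 0 for no effect and ±100 for the full control effect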
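MLSMR compounds, 24 hr on cells at 37 deg C/5% CO2; luminescence after luciferase reagent (12 min RT). Inhibition counted as the undesired cytotoxic outcome.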
HT1080NT lethal: kills 2HG-producing HT-1080-NT fibrosarcoma cells; HT-1080-NT fibrosarcoma viability, CellTiter-Glo ATP luminescence, 48 h; Potency, µM (titrated, usually from 46.1 µM), for the others: top-dose activity, negative = less viability, actives largely listed as cytotoxic; 360,000 tested, 1.6% active; AID 686970;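 note: NT is the 2HG producing partner of a matched IDH1 knockdown line; potency is the fitted concentration of half-maximal effect; 0% = DMSO-treated cells and -100% = media-only wells without cells; nearly all actives have a fitted effect of over 55% in size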
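Viability of the 2HG-overproducing fibrosarcoma line after 48 hours of compound exposure at 37 degrees C was determined by luminescence with CellTiter-Glo, and concentration-effect curves were then fitted and categorized.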
HT1080 IDH1KD tx: HT-1080 IDH1 knockdown cell toxicity (counter line); HT-1080 IDH1 knockdown viability, ATP luminescence, 48 h; Potency, µM (highest dose often 46.1 µM), inactives show at the top dose activity, negative = toxicity, actives largely listed as cytotoxic; 360,000 tested, 2% active; AID 686971;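 note: potency is the fitted concentration of half-maximal effect; 0% = DMSO wells and -100% = cell-free medium wells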
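Knockdown cells (IDH1KD HT-1080) received compounds 2 h after plating at 750 cells/well and were kept 48 h at 37 °C in 5% FBS RPMI. A CellTiter-Glo luminescence read gave % activity for curve fitting.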
KB-V1 cytotox: kills drug-selected multidrug resistant KB-V1 cells | AID 1347076 | Potency, µM (top dose mostly 46.1 µM), for inactives: at the highest dose activity change, negative = cytotoxicity, most hits filed as cytotoxic | 400,000 tested, 3.4% active | KB-V1 MDR cells viability, CellTiter-Glo, 72 h; note: potency is the fitted concentration of half-maximal effect; % is set by controls: 0 for no effect and ±100 for the full control effect; nearly all actives have a fitted effect of over 60% in size
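Following 72 h at 37 degrees C with compound, KB-V1 cell viability was read by CellTiter-Glo luminescence, medium being phenol-red-free DMEM plus 10% FBS; concentration-response parameters came from normalized, curve-fitted qHTS data.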
IL1B secr inh: blocks inflammasome-driven IL-1 beta release. THP-1 LPS/ATP IL-1B secretion, AlphaLISA, 16 h; stronger effect = lower value. activity change, % at 57.5 µM. 360,000 tested, 4.7% active. AID 743279; in the data active = activity change below about -50%; inconclusive = mostly about -30% to -49%; note: % is set by controls: 0 for no effect and ±100 for the full control effect
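THP-1 cells pretreated 1 hr with compounds (up to 57.5 uM final), then stimulated with LPS (250 ng/mL final) plus ATP (1.25 mM final); secreted IL-1B measured by AlphaLISA after 16 hr, decreased signal indicating inhibition.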
D3 ag: activates the human D3 dopamine receptor; AID 652048; max activation, %; D3R DiscoveRx beta-arrestin cells, luminescence, 90 min; 410,000 tested, 0.58% active; in the data active = max activation above about 30%; note: 0% is about no effect; mostly tested at two doses, the higher about 12 µM
Target sequence (P35462 whole entry, looked up): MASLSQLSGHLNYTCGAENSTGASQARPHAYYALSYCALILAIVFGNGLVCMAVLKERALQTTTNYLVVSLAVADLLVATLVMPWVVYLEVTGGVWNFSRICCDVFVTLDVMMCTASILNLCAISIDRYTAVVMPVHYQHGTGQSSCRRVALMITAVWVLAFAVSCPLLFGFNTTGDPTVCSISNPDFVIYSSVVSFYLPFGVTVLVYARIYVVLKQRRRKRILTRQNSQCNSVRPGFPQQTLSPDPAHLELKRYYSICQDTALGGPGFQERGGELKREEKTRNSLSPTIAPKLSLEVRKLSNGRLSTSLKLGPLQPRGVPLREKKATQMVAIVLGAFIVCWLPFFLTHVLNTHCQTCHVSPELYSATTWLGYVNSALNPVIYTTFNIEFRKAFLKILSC
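Agonist-mode cell screen: cells plated at 1500/well and incubated overnight at 37 °C, then exposed to library compounds for 90 min at 37 °C. Detection reagent was added for 30–60 min at room temperature, and luminescence was read.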
MCF10A rereplic: inducers of DNA re-replication in MCF 10A breast cells; MCF 10A DNA re-replication, Hoechst nuclear intensity, 48 h; Potency, µM (doses to about 46.1 µM), for the others: at the top dose activity, positive = re-replication, usual class: activators; 350,000 tested, 2.9% active; AID 624296; note: potency is the fitted concentration of half-maximal effect; % of control where 0% means no effect; nearly all actives have a fitted effect of over 50% in size
SW480 rerep: inducers of DNA re-replication in SW480 colon cancer cells; SW480 DNA re-replication, Hoechst DNA content imaging, 48 h; 340,000 tested, 1.8% active; Potency, µM (series often up to 46.1 µM), for inactives: top-dose re-replication activation, actives largely listed as activators; note: potency is the fitted concentration of half-maximal effect; % of control where 0% means no effect; nearly all actives have a fitted effect of over 55% in size
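SW480 cells exposed to compounds for 48 hr at 37 C, 5% CO2, then Hoechst-stained 40 min. Nuclear DNA content imaged by fluorescence scanning (405 nm excitation, 500-530 nm emission); re-replication scored as increased high-intensity nuclei.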
Active calls of the source: *; i = inactive; ? = inconclusive; · = no result given; [ ] = another dose, or the depositor's remark. Unless noted, calls come from the whole dose curve; as a rule, active = well fitted curve in the direction sought with a large enough effect; inconclusive = small, poorly fitted or top-dose-only effect, or another doubt; inactive = no such curve, though single readings can be large; an effect the other way counts as inactive or inconclusive.

1. CCOC(=O)C1CCN(C(=O)CSc2nc(N)cc(=O)[nH]2)CC1
2. CCC(OCC(O)CN1CCCCC1)c1ccccc1 (stereo not drawn)
3. COc1ccc(NC(=O)COC(=O)Cc2ccc(Br)cc2)cc1
4. O=C(O)c1cccc(NC(=S)NC(=O)C(c2ccccc2)c2ccccc2)c1
5. O=C(COC(=O)CNC(=O)c1cccc([N+](=O)[O-])c1)NCc1ccco1
6. N#Cc1c(NC(=O)CN2CCN(S(=O)(=O)c3ccc4c(c3)OCCO4)CC2)sc2c1CCC2
7. CCN(CC)c1ccc(NC(=O)COC(=O)c2cccs2)cc1
8. CCc1ccccc1NC(=O)c1cccc(Oc2ccc([N+](=O)[O-])cc2Cl)c1

assay / entry	1	2	3	4	5	6	7	8
SW480 rerep	12%	-1%	?	-1%	2%	0%	-4%	16%
HEK293 tox	-1%	?	12%	-12%	-5%[0.307 µM]	9%	9%	-10%
KB-V1 cytotox	-4%	0%	8%	?	6%	12%	2%	2%
HT1080 IDH1KD tx	-4%	-5%	14%	-6%	19%	2%	4%	-20%
KB-3-1 tox	2%	?	0%	2%	-5%	6%	0%	?
HT1080NT lethal	-8%	-5%	16%	-6%	28%	7%	-1%	0%
MCF10A rereplic	14%	-2%	?	-3%	-1%	16%	6%	-4%
D3 ag	-2	0	2	-1	-7	-1	-8	15
IL1B secr inh	-10	-1	0	9	7	13	7	?

9. COC(=O)CSc1nc2ccc(NC(=O)c3ccccc3C(=O)N3CCOCC3)cc2s1
10. O=C(C1CCCCN1S(=O)(=O)c1ccccc1)N1CCCCC1 (stereo not drawn)
11. C=CCSC1=C(C#N)C(c2ccccc2)CC(=O)N1 (stereo not drawn)
12. Nc1ccc(N2CCN(c3ccccc3)CC2)c(F)c1
13. NC(=O)CN1C(=O)C(=O)N(Cc2cccc(Cl)c2)C1=O
14. NC(=S)Nc1ccc2cn[nH]c2c1
15. O=C(Nc1ccccc1)O/N=C(\c1ccccc1)c1ccccn1
16. O=C(NC1CCCC1)C(c1ccc(Cl)cc1)N1CCOCC1 (stereo not drawn)

assay / entry	9	10	11	12	13	14	15	16
SW480 rerep	-4%	-1%	-19%	-2%	-8%	13%	1%	-7%
HEK293 tox	-12%	1%	1%	12%	-2%	6%	-5%	-14%
KB-V1 cytotox	?	?	33%	-8%	14%	-1%	0%	-4%
HT1080 IDH1KD tx	16%	-1%	6%	0%	11%	-2%	-28%	4%
KB-3-1 tox	12%	4%	-8%	-5%	14%	1%	-9%	13%
HT1080NT lethal	16%	-5%	5%	16%	9%	-9%	-14%	5%
MCF10A rereplic	1%	0%	-182%[0.0737 µM]	2%	-6%	0%	-1%	11%
D3 ag	2	15	1	5	1	5	-22	1
IL1B secr inh	-65*	21	10	-9	0	2	0	10

Reformatted bar-delimited: part of the list above
No. | SMILES | SW480 rerep | HEK293 tox | KB-V1 cytotox | HT1080 IDH1KD tx | KB-3-1 tox | HT1080NT lethal | MCF10A rereplic | D3 ag | IL1B secr inh
13 | NC(=O)CN1C(=O)C(=O)N(Cc2cccc(Cl)c2)C1=O | -8% | -2% | 14% | 11% | 14% | 9% | -6% | 1 | 0
14 | NC(=S)Nc1ccc2cn[nH]c2c1 | 13% | 6% | -1% | -2% | 1% | -9% | 0% | 5 | 2

Further results:
17. Cc1nn(CC(=O)Nc2c(F)cc(F)cc2Br)c(=O)c2cccn12
18. CCOc1cc(CNc2ccc(S(N)(=O)=O)cc2)cc(Cl)c1OC
19. CC(=O)c1cc(F)c(N2CCCC2)cc1C
20. O=C(NCc1csc(-c2cccs2)n1)Nc1ccc(C(F)(F)F)cc1
21. CC(C)OCCCNC(=O)C1CC(=O)N(CCc2ccccc2)C1 (stereo not drawn)
22. CC(=C/c1ccco1)/C=N/NC(=O)c1ccncc1
23. Cc1ccccc1OCC(=O)N=Nc1c(O)n(C)c2ccccc12
24. Nc1nnc(CCS(=O)(=O)c2cc(Cl)ccc2Cl)s1

assay / entry	17	18	19	20	21	22	23	24
SW480 rerep	7%	?	1%	-8%	2%	-21%	-7%	0%[9.22 µM]
HEK293 tox	7%	-3%	-4%	2%	-8%	0%	-4%	7%
KB-V1 cytotox	14%	-13%	13%	1%	8%	-16%	-11%	29%
HT1080 IDH1KD tx	-15%	-14%	0%	-2%	14%	7%	-2%	9%
KB-3-1 tox	6%	-13%	-4%	-6%	4%	2%	21%	17%
HT1080NT lethal	13%	-1%	4%	5%	7%	7%	-1%	15%
MCF10A rereplic	0%	4%	0%	17%	0%	?	20%	2%
D3 ag	-13	2	3	8	-2	3	4	1
IL1B secr inh	0	-10	-13	·	7	·	55	14

Entries listed so far with a cyano group, in the order listed:
6. N#Cc1c(NC(=O)CN2CCN(S(=O)(=O)c3ccc4c(c3)OCCO4)CC2)sc2c1CCC2
11. C=CCSC1=C(C#N)C(c2ccccc2)CC(=O)N1 (stereo not drawn)

assay / entry	6	11
SW480 rerep	0%	-19%
HEK293 tox	9%	1%
KB-V1 cytotox	12%	33%
HT1080 IDH1KD tx	2%	6%
KB-3-1 tox	6%	-8%
HT1080NT lethal	7%	5%
MCF10A rereplic	16%	-182%[0.0737 µM]
D3 ag	-1	1
IL1B secr inh	13	10

Next compounds:
25. COc1ccccc1C(=O)N(CCC1CCCN1C)c1nc2ccccc2s1 (stereo not drawn)
26. CNC(=O)COc1ccc(C=O)cc1OC
27. Cc1cccc(S(=O)(=O)Nc2ccc(-c3cn4ccccc4n3)cc2)c1
28. O=C(COC(=O)c1cc(F)cc(F)c1)NCCCc1ccccc1
29. CCCCCCCc1nc2c(=O)n(C)c3ccccc3c2o1
30. O=C(NC1CCCC1)C1CCCN(S(=O)(=O)c2cccc3cccnc23)C1 (stereo not drawn)
31. CN(Cc1ccccc1)C(=O)COC(=O)c1cc2ccccc2oc1=O
32. O=C(O)CCCC(=O)Nc1ccc(Sc2ccc([N+](=O)[O-])cc2)cc1

assay / entry	25	26	27	28	29	30	31	32
SW480 rerep	-2%	-2%	-1%	-3%	-24%	1%	-5%	?
HEK293 tox	-17%	-6%	4%	0%	-4%	0%	14%	49%[activator]
KB-V1 cytotox	?	?	23µM*	?	2%	-30%	?	19%
HT1080 IDH1KD tx	?	-8%	3%	15%	1%	-8%	6%	-11%
KB-3-1 tox	5%	0%	6%	19%	8%	-17%	10%	-17%
HT1080NT lethal	?	-8%	5%	9%	12%	-2%	-5%	-7%
MCF10A rereplic	4%	6%	13%	12%	0%	-4%	2%	21%
D3 ag	-12	-5	-7	1	0	1	0	-2
IL1B secr inh	-78*	51	-17	8	0	8	7	2

33. CCOc1cc(NC(=O)C(C)C)c(OCC)cc1NC(=O)Nc1ccccc1
34. C[C@H](CO)N1C[C@H](C)[C@H](CN(C)S(=O)(=O)c2ccc3c(c2)OCCCO3)OCc2cnnn2CCCC1=O
35. COc1ccc(C(=O)NCCSc2c(C)[nH]c3ccccc23)cc1
36. Cc1ccccc1C1c2[nH]c3ccccc3c2CCN1CCCn1cccn1 (stereo not drawn)
37. COc1cccc(Cn2cnc(-c3ccccc3OC)c2-c2ccco2)c1
38. CCCCC(=O)N(CCOC)c1nnc(-c2cccnc2)s1
39. O=C1C2C(c3ccccc3)C=CC(c3ccccc3)C2C(=O)N1CCO (stereo not drawn)
40. COc1cccc(CNc2nc(-c3cccnc3)nc3ccccc23)c1

assay / entry	33	34	35	36	37	38	39	40
SW480 rerep	-24%	·	·	-1%	·	20%	-2%	-4%
HEK293 tox	6%	5%	1%	7%	-5%	-14%	24%	0%
KB-V1 cytotox	5%	2%	-8%	-23%	?	15%	-18%	-3%
HT1080 IDH1KD tx	8%	-1%	·	-13%	-16%	7%	20%	?
KB-3-1 tox	13%	-1%	?	-38%	?	15%	-2%	2%
HT1080NT lethal	13%	-1%	·	0%	-30%	16%	-13%	?
MCF10A rereplic	0%	·	·	3%	·	1%	-3%	2%
D3 ag	-2	-5	-7	-6	6	0	-3	4
IL1B secr inh	16	-8	·	-20	0	-2	1	-93*

41. CC1(C)C2CCC1(C)C(NCC(O)COc1ccc(C#N)cc1)C2 (stereo not drawn)
42. COC(=O)c1cn(CC(=O)N2CCCCC2C)c2ccccc12 (stereo not drawn)
43. Cc1noc(C)c1S(=O)(=O)NC1CCCc2ccccc21 (stereo not drawn)
44. COc1cccc(-n2nc(C(N)=O)c(O)cc2=O)c1
45. CCc1ccc(N2CCN(C(=O)c3ccc4c(c3)OCO4)CC2)cc1
46. CCN(CC(=O)Nc1c(F)cccc1F)C(=O)CCc1nc2cc(S(=O)(=O)N(C)C)ccc2n1CC
47. CCn1c(C)nc2cc(C(=O)NNC(=O)c3ccc(C)cc3)ccc21
48. COc1ccc(C(=O)COC(=O)c2cnc(C)cn2)c(OC)c1

assay / entry	41	42	43	44	45	46	47	48
SW480 rerep	-5%	-4%	1%[9.22 µM]	-19%	-5%	3%	-18%	3%
HEK293 tox	3%	17%	-4%	-2%	-11%	5%	3%	0%
KB-V1 cytotox	-10%	9%	?	-1%	?	-2%	23%	?
HT1080 IDH1KD tx	-3%	-1%	-3%	0%	2%	-6%	3%	4%
KB-3-1 tox	3%	9%	-19%	1%	-1%	1%	14%	4%
HT1080NT lethal	2%	1%	-7%	0%	3%	11%	16%	9%
MCF10A rereplic	10%	21%	-2%	3%	-22%	3%	-6%	5%
D3 ag	-16	9	0	-2	0	1	2	8
IL1B secr inh	-23	-6	13	12	i	-2	10	13
